NALP3 yeast inh – NALP3 inflammasome inhibitors in reconstituted yeast, primary screen, luminescence, uHTS | Yeast reconstituted NLRP3/ASC/caspase-1, beta-gal luminescence, 24 h | inhibition, % at 10 µM | 330,000 tested, 0.39% active;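 active = inhibition of 50% or more; inactive = inhibition below 50%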;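 note: plate controls were induced DMSO wells for no effect and uninduced yeast grown without galactose for full effect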
NR3A LBD binder – binders of NR3A ligand-binding domain, primary screen, biophysical, differential scanning fluorimetry, uHTS; 340,000 tested, 2.5% active; NR3A LBD differential scanning fluorimetry, Tm shift; 0% = protein alone, 100% = glycine-bound protein; Glutamate receptor ionotropic, NMDA 3A (GRIN3A) ligand-binding domain; Tm shift relative to glycine control, % at 25 µM;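 active = melting temperature shift of at least 10% of the positive control shift, at one fixed dose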
TIM10 inh – growth inhibitors of isogenic TIM10 control yeast, primary screen, counter-screen for tim10-1 yeast inhibitor project, luminescence, uHTS; S. cerevisiae TIM10 strain growth, BacTiter-Glo luminescence, 24 h; inhibition, % at 10 µM; 330,000 tested, 1.4% active; AID 463195, 2010;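 active = inhibition of 40% or more at the single tested concentration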;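 note: wild-type TIM10 isogenic control strain grown at permissive 25 °C; 0% = DMSO yeast wells and 100% = minimal medium wells without yeast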
tim10-1 inh – growth inhibitors of tim10-1 mutant yeast, primary screen, luminescence, uHTS; 330,000 tested, 2.2% active; inhibition, % at 20 µM; S. cerevisiae tim10-1 ts strain growth, BacTiter-Glo, 24 h;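 active = inhibition of at least 40%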;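 note: mutant grown at 25 °C; 0% = DMSO wells with yeast and 100% = wells holding no yeast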
APJ ag – agonists of human apelin receptor APJ, primary screen, CHO-K1 cells, PathHunter beta-arrestin, luminescence | P35414 | 330,000 tested, 0.11% active | activation, % at 20 µM | 0% DMSO wells, 100% apelin;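 active = activation more than six SD over the plate average, tested at 20 µM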;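 note: 0% = DMSO alone and 100% = apelin-13 at 10 nM; some results filed as inactive read as strong as hits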
Target sequence (P35414 whole entry, looked up): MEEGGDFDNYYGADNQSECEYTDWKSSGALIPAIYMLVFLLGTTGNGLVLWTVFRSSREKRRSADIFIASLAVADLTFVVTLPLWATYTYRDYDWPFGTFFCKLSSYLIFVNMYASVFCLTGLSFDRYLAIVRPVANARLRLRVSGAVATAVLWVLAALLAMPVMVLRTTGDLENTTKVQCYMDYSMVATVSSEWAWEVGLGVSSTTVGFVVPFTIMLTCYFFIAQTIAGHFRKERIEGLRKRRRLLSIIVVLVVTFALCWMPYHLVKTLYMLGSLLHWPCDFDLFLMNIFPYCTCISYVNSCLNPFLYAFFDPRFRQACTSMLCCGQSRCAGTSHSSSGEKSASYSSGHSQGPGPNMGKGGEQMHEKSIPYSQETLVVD
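Test system: CHO-K1 APJ beta-arrestin complementation cell line | Compound: Single test compound dose, 20 µM final, 1% DMSO | Incubation: Compound 90 min 25 °C, reagent 1 h | Measured by: beta-gal luminescence | Read-out basis: APJ–arrestin association signal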
MPTP block – mitochondrial permeability transition pore inhibitors, primary screen, biochemical, isolated mouse mitochondria, absorbance; Ca2+ swelling absorbance, 30 min; inhibition, % at 10 µM; 360,000 tested, 1.4% active; AID 602449, 2012;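 active = inhibition of 50% or more, scaled per plate between neutral and stimulator controls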;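 note: 0% = DMSO wells given calcium and 100% = 1 mM EGTA wells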
MIN6 prolif – inducers of MIN6 beta-cell proliferation, primary screen, ATP luminescence, uHTS; MIN6 cells proliferation, ATPlite luminescence, 48 h; cells starved in 0.2% serum; 100% = growth in 10% serum; proliferation, % at 10 µM; 330,000 tested, 0.29% active; AID 2380, 2010;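 active = compounds whose signal lies at least 3.5 SD above the mean of all wells on their plate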;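 note: 0% = DMSO-treated cells in low-serum medium and 100% = 10% serum control; some compounds called inactive have numbers as strong as hits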
tim23-1 inh – growth inhibitors of tim23-1 mutant yeast, primary screen, luminescence, uHTS; S. cerevisiae tim23-1 growth, BacTiter-Glo luminescence, 24 h; inhibition, % at 20 µM; 330,000 tested, 1.3% active; AID 463212, 2010;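 active = growth inhibition of the mutant yeast at or above 50%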;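 note: temperature-sensitive mutant grown at 25 °C; plate controls were DMSO-treated mutant yeast for no effect and medium wells lacking yeast for full effect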
APJ antagonist – antagonists of human apelin receptor APJ, primary screen, CHO-K1 cells, beta-arrestin complementation, luminescence. 330,000 tested, 0.32% active. AID 2521, 2010. inhibition, % at 20 µM. P35414;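 active = inhibition above about 40% at 20 µM, limit read from the data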;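 note: cells challenged with 10 nM apelin-13 agonist together with compound; plate controls were apelin-13 plus DMSO wells for no effect and DMSO wells lacking apelin-13 for full effect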
* marks the source's active call; other numbers are inactive results; . = not tested or not shown.

SMILES | NALP3 yeast inh | NR3A LBD binder | TIM10 inh | tim10-1 inh | APJ ag | MPTP block | MIN6 prolif | tim23-1 inh | APJ antagonist
O=C(NC1CCCCC1)N1CCc2ccccc2C1 | 9.4 | 0.9 | 4.1 | 20.5 | -3.8 | -1.4 | -0.9 | 16.3 | 14.2
CC(C)(C)c1ccc(C(=O)Nc2ccc(C(=O)NCc3cccnc3)cc2)cc1 | 10.9 | -1.8 | -2.8 | 2.5 | 4.6 | -0.7 | -3.7 | 18.6 | -14.5
Cc1cc(C(=O)NC(=S)Nc2ccccc2N2CCOCC2)ccc1[N+](=O)[O-] | 13.5 | -5.5 | 12.5 | 10.9 | -1.6 | 6.5 | -1.7 | 20.9 | 6.0
COCCNC(=O)/C(C#N)=C/c1cc(C)n(C2CCCCC2)c1C | 6.5 | -0.6 | 18.6 | 21.4 | -3.5 | 1.9 | -3.0 | 20.7 | 9.0
Cc1cc(C)nc(SCC(=O)Nc2ncc3c(n2)CCCC3=O)n1 | 1.5 | 0.3 | 4.6 | 1.5 | 0.3 | 0.3 | -2.1 | 5.6 | -9.7
CCCCC1(CCCC)NC(=S)N(Nc2ccc(C)cc2)C1=O | 14.6 | . | 0.6 | -6.8 | 1.2 | 4.6 | -3.8 | 6.3 | -27.1
COc1ccc2sc(-c3ccc(S(C)(=O)=O)cc3)c(C(=O)NCCc3c[nH]c4ccccc34)c2c1 | 6.6 | -0.6 | 12.1 | 7.9 | -2.7 | 1.0 | 0.4 | 13.2 | -7.6
FC(F)(F)c1ccc(Cl)c(NC(=S)NC2CC2)c1 | 2.5 | 1.7 | 0.9 | 8.2 | 0.3 | 2.9 | 0.0 | 21.4 | 7.5
O=C(Cn1ncc(N2CCOCC2)c(Cl)c1=O)c1ccc(Cl)cc1 | 1.9 | 0.3 | -13.1 | -25.7 | -1.7 | 2.6 | 0.3 | -4.6 | -7.9
Cc1ccccc1NC(=O)c1cnn(-c2ccccc2)c1NC(=O)c1ccco1 | 15.7 | 8.5 | -2.9 | 3.2 | 2.8 | -0.7 | -2.0 | 4.5 | -13.2
Cc1ccccc1CC(=O)NCCN1CCCCC1 | 8.5 | -0.2 | -3.1 | 1.5 | -3.7 | -0.2 | -1.7 | 7.2 | 8.4
O=C(N/N=C/c1cc(Br)cc(Br)c1O)c1ccncc1 | 25.7 | -6.4 | 45.4* | 28.1 | 0.9 | . | -5.4 | 64.7* | -42.3
Cc1ccc(Nc2ncnc3sccc23)c(C)c1 | 18.7 | -2.3 | 10.3 | -16.3 | -1.5 | -0.3 | -2.1 | 19.0 | -4.8
CCN(CC)c1ccc(Nc2cc3n(c(=O)n2)CCc2cc(OC)c(OC)cc2-3)cc1 | 22.4 | -2.2 | 3.2 | 28.3 | 3.6 | 1.0 | -3.9 | 21.7 | 5.3
COCCNC(=O)CN(CCc1ccccc1)S(=O)(=O)c1ccc(Br)cc1 | 13.9 | 4.8 | -0.1 | 4.9 | -5.3 | -0.5 | 0.8 | 16.8 | -8.3
Cc1ccc(OCC(O)CNC(=O)c2ccccc2C(=O)O)cc1 (centres undefined) | 11.5 | 0.3 | 1.6 | 8.6 | 8.6 | -0.9 | 0.0 | 11.6 | -12.4
COC(=O)COc1ccc(S(=O)(=O)N2CCN(c3ccccc3F)CC2)cc1C | 0.4 | 2.9 | 8.4 | 41.3* | 0.0 | -1.8 | -3.4 | 23.7 | 4.6
O=C(NCc1ccco1)c1cc(-c2ccccc2)nc2ccccc12 | 32.5 | 0.0 | 14.1 | 19.9 | 2.6 | -3.4 | -2.3 | 33.9 | 22.0
COC(=O)c1ccc(CN2CCN(C3CCCC3)C(CCO)C2)cc1 (centres undefined) | 0.1 | 0.2 | 5.6 | -1.4 | -1.1 | 0.8 | -0.3 | -11.3 | 0.9
Cc1c(NC(=O)OCCNC(=O)COc2ccc(Cl)cc2Cl)sc(=S)n1C | 12.4 | 1.9 | 10.7 | -0.7 | 0.3 | -5.5 | -3.6 | -2.1 | -2.5
Cc1cccc(OCC(=O)Nc2ccc(N3CCN(C(=O)c4ccccc4)CC3)cc2)c1C | 15.3 | -2.6 | -1.6 | -0.6 | 3.7 | -0.5 | 3.1 | -7.6 | -11.1
N#Cc1c(NC(=O)/C=C/C(=O)O)sc2c1CCN(Cc1ccccc1)C2 | 6.9 | 0.2 | 8.4 | 16.0 | -0.4 | -1.7 | -1.4 | -4.7 | 0.7
Cc1cc(Oc2ccc(N)cn2)ccc1Cl | 11.7 | 13.9* | 13.1 | 13.4 | -1.6 | 1.1 | -0.5 | 18.5 | 2.3
Cc1ccc(-c2noc(CCC(N)=O)n2)cc1 | -15.0 | 1.2 | -1.2 | 10.8 | -3.5 | 3.0 | 0.2 | 4.1 | 19.4
Cc1onc(-c2ccccc2)c1C(=O)Nc1nnc(C(C)(C)C)s1 | -3.0 | -3.5 | 19.1 | 11.2 | -1.8 | -0.2 | 0.0 | 15.9 | 10.1

Some entries already given, showing only NALP3 yeast inh and TIM10 inh.
Compound	NALP3 yeast inh	TIM10 inh
Cc1cc(C)nc(SCC(=O)Nc2ncc3c(n2)CCCC3=O)n1	1.5	4.6
CCCCC1(CCCC)NC(=S)N(Nc2ccc(C)cc2)C1=O	14.6	0.6
COc1ccc2sc(-c3ccc(S(C)(=O)=O)cc3)c(C(=O)NCCc3c[nH]c4ccccc34)c2c1	6.6	12.1
FC(F)(F)c1ccc(Cl)c(NC(=S)NC2CC2)c1	2.5	0.9
O=C(Cn1ncc(N2CCOCC2)c(Cl)c1=O)c1ccc(Cl)cc1	1.9	-13.1

Going on with the list.
SMILES | NALP3 yeast inh | NR3A LBD binder | TIM10 inh | tim10-1 inh | APJ ag | MPTP block | MIN6 prolif | tim23-1 inh | APJ antagonist
Cc1ccc(NC(=O)C(C)Oc2ccccc2)cc1S(=O)(=O)N1CCCCCC1 (centres undefined) | 17.5 | -16.8 | 21.9 | 23.5 | -4.6 | 1.4 | -3.8 | 30.9 | 11.0
O=C1NC2=C(CCc3ccccc32)C(c2ccc(Br)cc2)N1 (centres undefined) | -11.6 | 0.3 | 17.3 | 27.6 | 6.4 | 2.4 | -1.9 | 39.8 | -19.7
C/C(=C\c1ccc(F)cc1)C(=O)c1c(C)cc(C)[nH]c1=O | 6.4 | 1.3 | 1.9 | 6.4 | -2.4 | 0.9 | -1.4 | -2.7 | 4.4
Cc1cccc(NC(=O)Cn2cc(C(=O)C3CC3)c3ccccc32)c1 | 20.8 | -2.2 | -6.4 | -11.3 | 0.9 | -1.7 | -3.7 | -6.6 | 31.7
Cc1ccc(O)c(C=Nc2ccc3[nH]ncc3c2)c1 | 17.1 | -6.1 | -11.6 | 14.2 | 3.0 | 3.0 | -2.5 | -0.7 | -37.1
Cc1cc(N2CCN(C)CC2)nc2ccc(NC(=O)CCC(=O)NCCC(C)C)cc12 | 3.1 | -1.0 | -15.0 | -0.8 | -1.6 | 1.5 | -3.3 | -13.3 | -7.2
O=C(Nc1nccs1)OCc1ccccc1 | -2.9 | -1.8 | 5.2 | 29.2 | -3.8 | 0.9 | -0.3 | 21.4 | -16.4
CSc1ccccc1NC(=S)Nc1ccc(S(N)(=O)=O)cc1 | 21.5 | 0.7 | 16.6 | 3.7 | -2.1 | 3.8 | -1.9 | -4.4 | 7.9
CCOc1cc(C(=O)OCC(=O)c2c(N)n(C)c(=O)n(C)c2=O)cc(OCC)c1OCC | 1.1 | -1.0 | 6.9 | 4.4 | -0.3 | -1.1 | 1.6 | 5.4 | 3.9
C=CCN(c1ccccc1)S(=O)(=O)c1cccc(C(=O)NC2CCN(Cc3ccccc3)CC2)c1 | 18.8 | 0.2 | -1.1 | 4.2 | -4.2 | 5.8 | -5.5 | -3.6 | 13.6
Cc1c(Nc2ncccc2C(=O)O)cccc1C(F)(F)F | 10.2 | -15.7 | 0.1 | 15.0 | -6.5 | -0.8 | -2.1 | 5.8 | 12.4
Cc1ncoc1C(=O)N1CCCC(C(=O)c2cccc(OC(C)C)c2)C1 (centres undefined) | 21.3 | -1.1 | 3.3 | 11.2 | -0.9 | -0.8 | 3.0 | 9.9 | 12.7
COC(=O)[C@@H]1C[C@@]2(O)[C@H](O)[C@H](O)[C@H](O)C[C@H]2N1CC1CC1 | -10.5 | 5.3 | -11.4 | -17.9 | 5.0 | -0.5 | 0.5 | -7.0 | 16.4
Cc1cccc(C)c1Nc1nnc(SCc2nc3ccccc3c(=O)[nH]2)s1 | 13.4 | 31.6* | -10.8 | 13.7 | -2.2 | 1.1 | 0.0 | 11.3 | 12.5
O=C(Nc1ccccc1C(=O)O)c1cncc(Br)c1 | 10.9 | 1.1 | 3.0 | 3.9 | -1.4 | 1.9 | 0.5 | 9.0 | 5.8
Nc1nc(SCC(=O)Nc2ccc(Oc3ccccc3)cc2)n[nH]1 | -3.9 | -0.5 | -0.9 | 7.7 | 3.3 | 5.4 | 0.3 | 0.4 | -4.3
O=C(Nc1nccs1)c1cc(S(=O)(=O)N2CCOCC2)ccc1Cl | 8.1 | -2.7 | 11.3 | 10.3 | 1.0 | -0.6 | -1.1 | 10.2 | 1.6
CC1CCN(c2ccc(S(=O)(=O)Nc3cc(C(=O)O)cc(C(=O)O)c3)cc2[N+](=O)[O-])CC1 | 17.1 | 0.3 | 1.6 | 5.6 | -2.3 | . | -2.4 | 7.0 | 9.9
CCC(C)(C)n1nnnc1C(c1ccc(OC)c(OC)c1)N1CCN(c2ccccc2)CC1 (centres undefined) | 15.1 | -0.2 | 1.6 | 8.0 | -1.9 | -2.2 | 0.0 | 6.5 | 12.3
COCCN(Cc1cc2ccc(C)c(C)c2nc1Cl)C(=O)N1CCOCC1 | 7.8 | -0.7 | 6.8 | 11.4 | -1.5 | -1.2 | 3.1 | 8.0 | -3.0
CC1(c2ccccc2)CC(C)(C)N(C(=O)C2CCCO2)c2ccccc21 (centres undefined) | 1.6 | -1.1 | 33.5 | 17.4 | 0.7 | -1.9 | -3.9 | 41.8 | 10.5
O=c1[nH]c2ccccc2c(O)c1-[n+]1ccccc1 | 14.7 | -1.0 | 6.3 | -5.9 | -1.6 | -1.1 | 2.2 | 15.0 | -2.9
CCCCc1ccc(NC(=S)NCCN2CCOCC2)cc1 | 19.1 | 4.3 | 3.0 | 32.9 | -2.0 | -0.3 | -0.3 | -25.4 | 19.6
COCCn1c(SCC(=O)N2CCOCC2)nc2c(c1=O)SCC2 | -0.2 | 0.3 | 2.5 | 4.5 | -2.8 | -1.1 | 3.0 | 10.6 | 2.9
O=C(NCCN1CCN(c2ccccc2F)CC1)C1CC(=O)N(C2CCCC2)C1 (centres undefined) | 8.3 | -1.6 | -4.1 | -12.2 | -5.5 | -1.1 | -1.3 | -11.3 | 11.4
O=C(NC(=S)Nc1ccc(S(=O)(=O)Nc2nccs2)cc1)c1ccc(F)cc1 | 12.1 | -22.1 | 5.8 | 15.0 | 2.0 | -0.7 | -2.5 | 10.4 | 27.7
